Screening data deposited in PubChem BioAssay by several laboratories.
Dynein transport = dynein cargo transport inhibition; 220,000 tested, 0.47% active; 3617.4 mouse cells, GR-EGFP nuclear translocation imaging; test concentration mostly 20 µM; stimulated with dexamethasone, 1 µM; active compounds read low; z-score, hits read low;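 active = plate z-score of nuclear minus cytoplasmic receptor signal below a set negative limit, without overly bright fluorescence or cell loss, cut at about -3.5 in these data, passing the limit was not always enough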;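 also: z-score of nuclear minus cytoplasmic ring GR-EGFP intensity difference per well; some compounds called inactive have numbers as strong as hits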
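medium = tetracycline-free induction medium containing charcoal-stripped FBS | also added = 1.0 µM final dexamethasone stimulus | schedule = 48 h induction, 1 h compound, 30 min dex at 37 °C | technique = fixed, Hoechst-stained cells imaged at 10x for EGFP | measure = GR-EGFP nuclear translocation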
CSM14.1 death rescue = protection against thapsigargin-triggered cell killing – 384-well, CSM14.1, ATP luminescence, primary screen (AID 1222); CSM14.1 thapsigargin-induced death rescue, ATP luminescence; higher % means a stronger effect; cellular ATP content (survival), % at 20 µM; hits with a dose series show EC50 in µM; 190,000 tested, under 10 active;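 active = EC50 below 50 µM in the dose-response confirmation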;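 also: death triggered by thapsigargin at about 15 µM added after 2 h compound pretreatment; cell ATP read after overnight thapsigargin exposure of roughly 18 to 22 hours; normalized against plate controls of thapsigargin alone and 5% DMSO vehicle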
Ins promoter up = MIN6 insulin promoter up-regulation. 190,000 tested, 0.3% active. MIN6 insulin promoter-GFP reporter, high-content imaging; active compounds read high. AID 1625. z-score at 5 µM;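 active = z-score above 3 at 5 µM with at least 500 cells counted in the well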
PhoP inhibition = PhoP-dependent GFP reporter repression – Salmonella Typhimurium, primary screen (AID 1863); one-dose inhibition, % at 50 µM; IC50 in µM for titrated hits; S. Typhimurium PhoP-regulated promoter GFP reporter, 4 h; higher % means a stronger effect; 300,000 tested, 0.16% active;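 active = inhibition over 29.93%, a cutoff 3 SD above the screen mean, later confirmed by dose response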;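 also: 0% = low Mg2+ inducing control and 100% = high Mg2+ repressing control; strong numbers were not always called active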
Hep lipid drop = modulators of hepatic lipid droplet formation. AML12 mouse hepatocytes, oleate lipid droplets, BODIPY imaging. inhibition, % at 6.5 µM. 240,000 tested, 0.4% active. AID 1656;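 active = lipid droplet intensity inhibited by at least 50%, with more than 500 cells counted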
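Test system: AML12 hepatocytes (mouse); reagent: oleate loading, 100 µM; dosing: one dose, 6.5 µM compound; incubation: overnight exposure; signal: fluorescence imaging, 20x objective, two fields per well; read-out basis: % inhibition of corrected integrated BODIPY droplet signal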
Autophagy mod = modulators of autophagy; MEF GFP-LC3 puncta imaging; test concentration mostly 10 µM; calls only at 10 µM (by protocol); 190,000 tested, 0.98% active;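 active = percentage of spot-positive cells more than 3 SD above its plate mean, without a fluorescence outlier flag or 80% toxicity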;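 also: spot-positive cell cutoff set from DMSO-treated cells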
T cell HTS = T cell immune modulators affecting CD8 T cell-vesicle binding. 2C CD8+ T cell-vesicle binding, flow cytometry; active compounds read low. calls only at 7 µM. 330,000 tested, 0.068% active;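 active = response, share of CD8 T cells binding vesicles, and their 90th percentile fluorescence all below set limits, cut at about 80% in these data, passing the limit was not always enough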
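Benchmarks: naked versus QL9-loaded vesicles / Assay system: purified 2C TCR transgenic mouse naive CD8+ T cells / Technique: high-throughput flow cytometry with anti-B7-1 and anti-CD8 staining / Timing: Cell–vesicle co-incubation 1.5 h at 37 °C, staining 20 min on ice / Read-out: percent CD8+ FL2 mean versus row control / Probe or stimulus: QL9-loaded Drosophila micro-vesicles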
MT stabilizer = microtubule stabilizers in HeLa cells. % tubulin-high responders, % at 10 µM. HeLa tubulin immunostaining HCS, 24 h; share of cells brighter than vehicle mean+2SD. 200,000 tested, 0.83% active;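 active = plate Z-score above 3 for both tubulin-high and condensed-nucleus cell shares, with cell loss under 80%, at 10 µM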;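 also: anti alpha tubulin signal scored within the nucleus-defined area of each cell; some results filed as inactive read as strong as hits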
b-catenin transl = alters nuclear translocation of beta-catenin in HeLa cells; AID 1665; nuclear translocation activity, % at 5 µM; 190,000 tested, 0.3% active; immunofluorescence imaging;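 active = nuclear translocation activity above 50% at 5 µM, with a well cell count of 50 or more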;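 also: per-cell ratio of nuclear to cytoplasmic median beta-catenin stain intensity; plate controls were DMSO negative control for no effect and GSK-3 inhibitor IX positive control for full effect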
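System: HeLa cells, endogenous beta-catenin; compound dosing: 5 µM primary single dose, 0.1% DMSO, 0.02–20 µM confirmation series; incubation: 24 h compound exposure at 37°C, 5% CO2; signal: beta-catenin immunofluorescence imaging with DAPI; evaluation: % activation, nuclear-to-cytoplasmic median beta-catenin signal ratio per cell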
Dynein transport cytoplasmic EGFP = further read-out of Dynein transport, marked with its call; z-score; measured here: cytoplasmic GR-EGFP intensity; active compounds read high
Dynein transport nuclear GR-EGFP = recorded beside Dynein transport, whose call it bears; z-score; measured here: nuclear GR-EGFP intensity;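 lower value marks the stronger effect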
Dynein transport cell count = second read-out of Dynein transport, no call of its own (marks repeat the call); z-score; measured here: cell count per field
Ins promoter up cell count = second read-out of Ins promoter up, no call of its own (marks repeat the call); cell count; measured here: cytotoxicity, nuclei count;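 total cells summed across four imaged fields per well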
Hep lipid drop cells 6.5 µM = recorded beside Hep lipid drop, whose call it bears; cell count; measured here: cell count, cytotoxicity flag;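 cells counted across two imaged fields per well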
b-catenin transl cell count 5 µM = also measured in b-catenin transl; calls as there; cell count; measured here: cell count, cytotoxicity flag
T cell HTS vesicle-bound % = also measured in T cell HTS; calls as there; double positive events, %; measured here: CD8+ vesicle-bound cell fraction;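 binding gate set so that unloaded-vesicle control wells show 10% double positive cells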
MT stabilizer Hoechst-high % = recorded beside MT stabilizer, whose call it bears; % Hoechst-high responders; measured here: nuclear condensation Hoechst responders;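 share of cells brighter than vehicle mean plus two SD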
MT stabilizer cytotoxicity % = further read-out of MT stabilizer, marked with its call; toxicity, %; measured here: cytotoxicity by cell density;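 0% = mean cell density of plate MIN control wells and 100% = no cells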
Autophagy mod cell loss 18 h = also measured in Autophagy mod; calls as there; toxicity, %; measured here: cell loss, nuclei count;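 cell loss after 18 h compound exposure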
* hit, by the source's call; i = inactive; . = no result given; + = active, no number. Compounds were not picked by outcome. Share with any hit: about 3%.

The first two entries as a preview:
SMILES | Dynein transport | Dynein transport cytoplasmic EGFP | Dynein transport nuclear GR-EGFP | Dynein transport cell count | CSM14.1 death rescue | Ins promoter up | Ins promoter up cell count | PhoP inhibition | Hep lipid drop | Hep lipid drop cells 6.5 µM | Autophagy mod | Autophagy mod cell loss 18 h | T cell HTS | T cell HTS vesicle-bound % | MT stabilizer | MT stabilizer Hoechst-high % | MT stabilizer cytotoxicity % | b-catenin transl | b-catenin transl cell count 5 µM
CCN(CC)S(=O)(=O)c1ccc(C(=O)NCc2ccc3c(c2)OCO3)cc1 | 0.45 | -0.23 | -0.14 | 0.59 | 1.5% | -0.68 | 1623 | 4% | 1 | 683 | i | 12 | i | 46 | 2.3 | 1.1 | 4.4 | -1.5 | 1130
CCc1nc(SCc2cccnc2)[nH]c(=O)c1C | -0.42 | -0.22 | 0.28 | -0.036 | 13% | . | . | 12% | . | . | i | 5 | i | 38 | 4.1 | 2.7 | 11 | -3.4 | 963

Results, previewed entries included:
SMILES | Dynein transport | Dynein transport cytoplasmic EGFP | Dynein transport nuclear GR-EGFP | Dynein transport cell count | CSM14.1 death rescue | Ins promoter up | Ins promoter up cell count | PhoP inhibition | Hep lipid drop | Hep lipid drop cells 6.5 µM | Autophagy mod | Autophagy mod cell loss 18 h | T cell HTS | T cell HTS vesicle-bound % | MT stabilizer | MT stabilizer Hoechst-high % | MT stabilizer cytotoxicity % | b-catenin transl | b-catenin transl cell count 5 µM
CCN(CC)S(=O)(=O)c1ccc(C(=O)NCc2ccc3c(c2)OCO3)cc1 | 0.45 | -0.23 | -0.14 | 0.59 | 1.5% | -0.68 | 1623 | 4% | 1 | 683 | i | 12 | i | 46 | 2.3 | 1.1 | 4.4 | -1.5 | 1130
CCc1nc(SCc2cccnc2)[nH]c(=O)c1C | -0.42 | -0.22 | 0.28 | -0.036 | 13% | . | . | 12% | . | . | i | 5 | i | 38 | 4.1 | 2.7 | 11 | -3.4 | 963
NCCc1nc(-c2ccccc2)cs1 | 0.25 | -0.23 | 0.3 | -0.72 | -0.2% | -0.44 | 1242 | -3% | -8 | 691 | i | 33 | i | 59 | 1.0 | 0.7 | 1.8 | -2.1 | 1122
CCCCN1C(=O)C(O)(CC(=O)c2c(C)n[nH]c2C)c2cc(Br)ccc21 (stereo unspecified) | -0.84 | -0.18 | -0.33 | 0.89 | -2.6% | 0.29 | 1549 | -2% | . | . | i | 42 | i | 28 | 1.3 | 1.7 | 7.7 | 1.9 | 1424
CCN(CC)S(=O)(=O)N1CCC(C(=O)NCCC2=CCCCC2)CC1 | -0.24 | -0.26 | 0.25 | -0.033 | -0.1% | -0.2 | 1329 | 0% | -6 | 683 | i | 1 | i | 52 | 2.0 | 2.3 | 7.6 | -0.3 | 1129
CCCCCNCC(=O)Nc1cccc(C(=O)Nc2cccc(C(F)(F)F)c2)c1 | 0.82 | 0.034 | 0.65 | -1.4 | -2.2% | -0.56 | 1355 | 94µM* | -23 | 674 | i | 10 | i | 64 | 3.3 | 2.9 | 15 | -0.3 | 1130
O=C(Cc1ccc(F)cc1)Nc1cccc2cccnc12 | 0.21 | -0.26 | 0.099 | 0.33 | 2.8% | 0.13 | 1330 | 10% | 24 | 632 | i | 4 | i | 39 | 3.1 | 1.7 | 0.1 | -1.8 | 516
CCc1cc2ccc(OC)cc2nc1SCC(=O)Nc1cc(C)on1 | 3.7 | 0.012 | 2.2 | -2.7 | -0.8% | 0.24 | 1117 | 12% | . | . | i | 2 | i | 51 | 1.8 | 1.9 | 6.1 | -5.2 | 893
O=C(OCC(=O)N1CCOCC1)c1ccc[nH]c1=O | -0.21 | -0.16 | 0.1 | -0.044 | 2.0% | 0.64 | 1201 | 15% | . | . | i | -25 | i | 55 | 2.0 | 1.8 | 10 | -3.8 | 1088
O=c1[nH]c(C(Cl)Cl)nc2sc3c(c12)CCN(Cc1ccccc1)C3 | 2.2 | -0.15 | 1.2 | -1.5 | 0.7% | 0 | 1254 | 11% | -3 | 667 | i | 14 | i | 35 | 1.7 | 3.6 | 9.5 | . | .
CCOC(=O)c1ccc2c(c1)N(CC#N)C(=O)C(C)(C)O2 | -0.34 | -0.31 | 0.074 | 0.055 | 1.3% | -0.38 | 1511 | -5% | 16 | 631 | i | -20 | i | 45 | 3.2 | 1.1 | 7.4 | 2.1 | 1001
CCOc1cc(-c2cc(-c3ccc(C)cc3)nc(N)c2C#N)ccc1O | -0.6 | -0.027 | -0.19 | 0.5 | -0.9% | -0.13 | 840 | 6% | -17 | 681 | + | 26* | i | 46 | 49* | 36* | 58* | 69* | 643*
O=C(O)CCCC(=O)NNC(=O)c1cccc(Br)c1 | -0.79 | -0.23 | -0.31 | 0.83 | -0.2% | -0.32 | 1504 | 4% | 23 | 694 | i | 21 | i | 53 | 2.1 | 1.0 | 5.5 | 0.3 | 1463
CCn1c(Cc2ccccc2)nnc1SCC(=O)NC1CCCC1 | -0.54 | -0.27 | -0.21 | 0.63 | 2.9% | -0.89 | 1335 | -8% | 5 | 793 | i | 19 | i | 51 | 2.1 | 2.3 | 5.3 | 1.1 | 1036
COc1cc(CO)c(Br)cc1OCC(N)=O | 0.19 | -0.33 | -0.019 | 0.38 | 0.3% | -0.56 | 1497 | -3% | -1 | 716 | i | 5 | i | 12 | 1.5 | 2.2 | 3.8 | 0.4 | 1582
O=C1CCN(S(=O)(=O)c2ccc(Cl)cc2)N1 | -0.063 | -0.23 | -0.21 | 0.31 | -0.1% | -0.21 | 1444 | -8% | . | . | i | 0 | i | 7 | 1.2 | 1.8 | 5.5 | -0.6 | 1482
CC1=C(C#N)C(=O)NC(=O)/C1=C\c1ccc(-c2cc(C)c(C)cc2[N+](=O)[O-])o1 | -0.46 | -0.27 | -0.39 | 0.8 | -1.3% | 0.68 | 1581 | -1% | 26 | 690 | i | 37 | . | . | 5.0 | 1.2 | 8.7 | -2.4 | 1024
CCOc1ccc(NC2CCN(C(C)=O)CC2)cc1 | 0.6 | -0.15 | 0.58 | -0.36 | -0.6% | 0.34 | 888 | -1% | . | . | i | 4 | i | 9 | 4.0 | 2.5 | 4.6 | . | .
CNc1nnc(-c2cc3cc(Cl)ccc3oc2=O)s1 | 0.62 | -0.14 | -0.025 | 0.2 | -1.9% | 0 | 910 | 2% | 19 | 754 | i | -3 | i | 39 | 2.3 | 1.3 | 21 | . | .
Cc1ccc(NCc2nc3ccccc3n2CCOc2ccccc2)cc1 | -1.3 | 0.7 | -0.59 | -0.31 | -2.7% | 0.18 | 1208 | 1% | 2 | 665 | i | 1 | i | 45 | 1.3 | 3.0 | 11 | -2.1 | 1081
Cc1ccc(S(=O)(=O)N(C)C)cc1NC(=O)CSc1nnnn1-c1ccc(O)cc1 | -0.61 | -0.29 | -0.34 | 0.97 | . | 0.07 | 1471 | -5% | -2 | 744 | . | . | i | 54 | . | . | . | -3.5 | 1121
CCOc1cc(-c2nc(-c3ccccc3)c(-c3cc([N+](=O)[O-])ccc3C)[nH]2)ccc1O | -0.058 | -0.24 | 0.21 | -0.089 | 2.2% | -1.2 | 978 | 0% | 9 | 756 | i | -11 | i | 33 | 1.9 | 1.5 | 13 | -3.4 | 1170
O=C(Nc1ccc(S(=O)(=O)N2CCOCC2)cc1)c1cccs1 | -0.92 | -0.082 | -0.72 | -0.99 | -0.7% | -0.12 | 1087 | 15% | -2 | 763 | i | -15 | i | 28 | 2.3 | 2.5 | 7.8 | 0.0 | 1139
CCOC(=O)C1(CCc2ccccc2)CCN(C(=O)C2CCCO2)CC1 (stereo unspecified) | -0.0028 | -0.3 | 0.097 | 0.22 | 0.4% | 0.2 | 1362 | 0% | -2 | 671 | i | 21 | i | 43 | 3.6 | 1.8 | 0.3 | -1.5 | 1103
CCNc1ccc(S(=O)(=O)N(C)C)cc1NCC(=O)Nc1ccccc1Cl | 0.27 | 0.25 | 0.2 | -0.34 | 3.9% | -0.9 | 1551 | -3% | -20 | 696 | i | -4 | i | 41 | 2.4 | 1.8 | 6.9 | 5.2 | 913

Pulled by compound from the entries so far:
SMILES | Dynein transport | Dynein transport cytoplasmic EGFP | Dynein transport nuclear GR-EGFP | Dynein transport cell count | CSM14.1 death rescue | Ins promoter up | Ins promoter up cell count | PhoP inhibition | Hep lipid drop | Hep lipid drop cells 6.5 µM | Autophagy mod | Autophagy mod cell loss 18 h | T cell HTS | T cell HTS vesicle-bound % | MT stabilizer | MT stabilizer Hoechst-high % | MT stabilizer cytotoxicity % | b-catenin transl | b-catenin transl cell count 5 µM
CCCCCNCC(=O)Nc1cccc(C(=O)Nc2cccc(C(F)(F)F)c2)c1 | 0.82 | 0.034 | 0.65 | -1.4 | -2.2% | -0.56 | 1355 | 94µM* | -23 | 674 | i | 10 | i | 64 | 3.3 | 2.9 | 15 | -0.3 | 1130
CCc1cc2ccc(OC)cc2nc1SCC(=O)Nc1cc(C)on1 | 3.7 | 0.012 | 2.2 | -2.7 | -0.8% | 0.24 | 1117 | 12% | . | . | i | 2 | i | 51 | 1.8 | 1.9 | 6.1 | -5.2 | 893
